# FN deposition inh = fibronectin deposition inhibition; AH1F fibroblasts, Alexa488-fibronectin deposition fluorescence, overnight; inhibition, % at 12.6 µM; hit rate 0.086% among 350,000; AID 743247;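 active means mean inhibition across replicates of 30% or more, regardless of how many single replicates reach that level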;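 further: positive control wells lacked labelled fibronectin entirely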
#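 Material – AH1F fibroblast monolayer, labelled fibronectin deposition · Reagent – labelled fibronectin 24 nM · Timing – 1 h adhesion, overnight exposure · Measured by – fluorescence at 485 nm excitation, 525 nm emission · Read-out – inhibition of fibronectin deposition signal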
# RAD54 inh = blocks human RAD54 Holliday junction branch migration; Q92698; FAM/BHQ fluorescence; inhibition, % at 10.4 µM; hit rate 0.14% among 360,000; AID 602329;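 active means mean normalized replicate activity at least 40 and at least half of replicates scoring 40 or more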;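 further: 0% = median of neutral control wells and 100% = median of positive control wells; inhibitors cause a drop in the FAM fluorescence signal; in these data hits start at about 50%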
# Target sequence (Q92698 whole entry, looked up): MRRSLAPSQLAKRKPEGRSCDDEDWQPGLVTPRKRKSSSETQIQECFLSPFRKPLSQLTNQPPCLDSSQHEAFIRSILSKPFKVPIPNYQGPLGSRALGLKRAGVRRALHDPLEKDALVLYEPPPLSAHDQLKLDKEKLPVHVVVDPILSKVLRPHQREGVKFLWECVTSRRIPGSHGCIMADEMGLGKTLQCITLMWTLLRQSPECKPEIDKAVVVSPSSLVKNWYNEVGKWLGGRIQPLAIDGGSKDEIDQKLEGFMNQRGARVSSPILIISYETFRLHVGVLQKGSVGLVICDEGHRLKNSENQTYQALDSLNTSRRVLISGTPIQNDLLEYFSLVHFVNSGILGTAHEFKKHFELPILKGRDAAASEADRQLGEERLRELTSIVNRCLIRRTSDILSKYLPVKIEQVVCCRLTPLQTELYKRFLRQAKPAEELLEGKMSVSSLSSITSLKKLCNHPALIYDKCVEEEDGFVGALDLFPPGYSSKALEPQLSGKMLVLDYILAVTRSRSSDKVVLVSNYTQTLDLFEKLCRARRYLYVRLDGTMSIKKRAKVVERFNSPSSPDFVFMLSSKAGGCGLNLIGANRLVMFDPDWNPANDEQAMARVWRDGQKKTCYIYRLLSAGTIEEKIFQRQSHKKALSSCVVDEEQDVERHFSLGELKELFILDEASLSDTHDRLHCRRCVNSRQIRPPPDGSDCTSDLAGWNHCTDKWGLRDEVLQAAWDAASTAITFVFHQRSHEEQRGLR
# esBAF inh = SWI/SNF esBAF complex inhibition; AID 602393; reporter increase, % at 12.5 µM; hit rate 2% among 350,000; mouse ES cells, Bmi1-luciferase knock-in reporter, 24 h; 100% = twice the neutral-well signal; in the data active means activation above about 40%;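 further: 0% = median of the plate's neutral control wells and 100% = double that signal; a rise in the Bmi1 reporter signal indicates esBAF inhibition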
# * = called active by the depositor. Some of the compounds tested (hit frequency here may not be typical).
SMILES,FN deposition inh,RAD54 inh,esBAF inh
Cn1nc(C(=O)NCc2ccccc2)c2ccccc2c1=O,5,-5,1
Cc1ccc(CNC(=O)c2ccc(Cl)cc2[N+](=O)[O-])cc1,3,8,2
Cc1cccc(NC(=O)C2(c3ccccc3)CC2(Cl)Cl)c1 (centres undefined),-4,-12,-3
O=C(O)CC1S/C(=N/N=C/c2ccc(-c3ccccc3[N+](=O)[O-])o2)NC1=O (centres undefined),-5,-11,-3
O=C(Nc1ccc(Cl)cc1C(=O)NCCN1CCOCC1)c1ccco1,-1,10,-9
COc1ccsc1C(=O)N1CCN(Cc2ccc3c(c2)OCO3)CC1,4,7,2
COc1ccc(CCNC(=O)NC2CCCCC2)cc1,6,0,1
COc1ccc(CC(=O)N2CCCc3ccccc32)cc1,-4,7,-3
N#Cc1cc2c(nc1SCc1cccc(Cl)c1)CCCCC2,0,10,5
COc1cc2[nH]c(=O)n(CCC(=O)NCc3cccnc3)c(=O)c2cc1OC,-4,-1,-1
CC(C)CC1(C)NC(=O)N(CCN2C(=O)c3ccccc3C2=O)C1=O (centres undefined),-3,-3,-6
COc1cccc(CNC(=O)C2CCN(S(=O)(=O)N3CCCCC3)CC2)c1,0,-3,-2
O=C(CSc1nnc(CNC(=O)c2ccccc2F)o1)Nc1ccc2c(c1)OCCO2,-2,-1,0
Cc1ccc2cc(C(c3nnnn3CC3CCCO3)N3CCCC4(CCCCC4)C3)c(=O)[nH]c2c1 (centres undefined),-8,-3,-6
Cc1cc(C)nc(NC(=O)COc2cc(Cl)cc(Cl)c2)n1,-1,9,-5
CC(C)NC(=O)NC(=O)COC(=O)CCOc1ccccc1,2,-15,-2
CCC(=O)NC(O)C(=O)c1ccc(C)cc1 (centres undefined),10,-2,0
CC(OC(=O)c1nn(C)c(=O)c2ccccc12)C(=O)NCc1ccc2c(c1)OCO2 (centres undefined),6,1,-4
CCN1CCN(c2ncc(C(=O)Nc3ccccc3C(=O)OC)c3ccccc23)CC1,6,8,4
O=C(Cn1nc(C(F)F)cc1C(F)F)NNC(=S)Nc1ccc(F)cc1,5,-1,-15
Cc1ccc(C(=O)Oc2ccccc2N2C(=O)C3CCC(C)CC3C2=O)cc1 (centres undefined),0,4,-7
CCCC(=O)c1c(NC(C)C)cc(C)oc1=O,-2,1,-6
CC1CCC/C(=N\NC(=O)COc2ccc(Cl)cc2Cl)C1 (centres undefined),6,-10,5
Cc1cc2ncn(C3CC(=O)N(C)C3=O)c2cc1C (centres undefined),1,-10,-6
Cc1ccc(C2=NC(C)(C)NC2=O)cc1,-3,-3,-2

# A stretch from further up, as a working copy:
SMILES,FN deposition inh,RAD54 inh,esBAF inh
Cn1nc(C(=O)NCc2ccccc2)c2ccccc2c1=O,5,-5,1
Cc1ccc(CNC(=O)c2ccc(Cl)cc2[N+](=O)[O-])cc1,3,8,2
Cc1cccc(NC(=O)C2(c3ccccc3)CC2(Cl)Cl)c1 (centres undefined),-4,-12,-3
O=C(O)CC1S/C(=N/N=C/c2ccc(-c3ccccc3[N+](=O)[O-])o2)NC1=O (centres undefined),-5,-11,-3
O=C(Nc1ccc(Cl)cc1C(=O)NCCN1CCOCC1)c1ccco1,-1,10,-9
COc1ccsc1C(=O)N1CCN(Cc2ccc3c(c2)OCO3)CC1,4,7,2
COc1ccc(CCNC(=O)NC2CCCCC2)cc1,6,0,1
COc1ccc(CC(=O)N2CCCc3ccccc32)cc1,-4,7,-3
N#Cc1cc2c(nc1SCc1cccc(Cl)c1)CCCCC2,0,10,5
COc1cc2[nH]c(=O)n(CCC(=O)NCc3cccnc3)c(=O)c2cc1OC,-4,-1,-1
CC(C)CC1(C)NC(=O)N(CCN2C(=O)c3ccccc3C2=O)C1=O (centres undefined),-3,-3,-6
COc1cccc(CNC(=O)C2CCN(S(=O)(=O)N3CCCCC3)CC2)c1,0,-3,-2
O=C(CSc1nnc(CNC(=O)c2ccccc2F)o1)Nc1ccc2c(c1)OCCO2,-2,-1,0
Cc1ccc2cc(C(c3nnnn3CC3CCCO3)N3CCCC4(CCCCC4)C3)c(=O)[nH]c2c1 (centres undefined),-8,-3,-6
Cc1cc(C)nc(NC(=O)COc2cc(Cl)cc(Cl)c2)n1,-1,9,-5

# (further entries)
SMILES,FN deposition inh,RAD54 inh,esBAF inh
CCn1c(-c2cccnc2Cl)nc2ccccc21,11,4,10
CN(C)S(=O)(=O)c1ccc(N2CCOCC2)c(C(=O)O)c1,-6,-4,2
Cc1nc(N2CCOCC2)c(C#N)c(C)c1Br,7,-6,-9
Cc1nc(NCc2ccccc2)[nH]c(=O)c1CCC(C)C,-9,-7,-4
COCCOC(=O)c1c(C)oc2ccc(OC(=O)COc3c(F)c(F)c(F)c(F)c3F)cc12,6,6,8
COc1ccc(CNC2CCCCC2)cc1,0,-4,-7
Cc1nnsc1C(=O)Nc1ccc(Cl)cc1,-11,2,-5
Cc1cccc(-c2onc3ccc(C4(C)OCCO4)cc23)c1,5,7,0
Cc1cc(C)cc(NC(=O)NCc2nnc(SCc3ccccc3)n2C)c1,-2,1,-5
CCn1c(C)nc2cc(C(=O)NNS(=O)(=O)c3c(C)c(C)cc(C)c3C)ccc21,7,-5,-9
O=C(c1cc2ccccc2oc1=O)N(Cc1ccc2c(c1)OCO2)Cc1ccco1,0,-3,10
COc1ccc(C(=O)Nn2c(C)nnc2-n2nc(C)cc2C)cc1OC,-4,5,-2
Cc1ccc2cc3cc(C(=O)N4CCN(Cc5ccccc5)CC4)sc3nc2c1,3,5,7
O=c1[nH]c(CSc2ncc(-c3ccc(F)cc3)n2Cc2ccco2)nc2ccccc12,-2,-8,10
CC(=O)OC(C)(C)C#CCN1CCCC1,12,-1,15
CCCn1c(N)c(C(=O)CSc2nnc(Cc3ccccc3)o2)c(=O)n(C)c1=O,6,-2,17
Cc1ccc(CNc2ccc3c(c2)ncn3C)cc1,-4,9,70*
NCCc1nnc(SCc2ccccc2)o1,-1,2,1
O=C(Nc1cc(S(=O)(=O)N2CCOCC2)ccc1O)c1ccco1,1,-9,0
Cc1cc(-n2c(C)cc(C(=O)CSc3nc4ccccc4c(=O)n3Cc3ccco3)c2C)no1,-5,-5,13
CCOc1ccc(N(CC)C(=O)CCNC(=O)Cn2ccc3ccccc3c2=O)cc1,-7,-11,4
Cc1ccc(NC(=O)CSc2nnc(-c3ccncc3)n2N)cc1C,-2,0,-4
COc1ccc(Cn2nnnc2C(c2cc3cc(C)cc(C)c3[nH]c2=O)N2CCOCC2)cc1 (centres undefined),6,-4,0
c1ccc(-c2nnc(CSc3nnc(-c4ccncc4)n3Cc3ccco3)o2)cc1,3,6,14
COc1ccc(NC(=O)c2c(C(F)(F)F)nn(C)c2SCc2ccccc2Cl)cc1,-10,14,3
# The list continues:
SMILES,FN deposition inh,RAD54 inh,esBAF inh
Cc1nc2ncnn2c(C)c1CCC(=O)NC(C)c1ccc2c(c1)OCCO2 (centres undefined),5,-5,-10
O=c1c2c3c(sc2nc2n1CCCS2)CCCC3,3,-7,26
CSCC[C@H](NC(=O)OC(C)(C)C)c1nnc(SCC=C(C)C)o1,5,-4,12
CCN(CC)CC#CCC(C)(c1ccccc1)c1ccccc1,3,3,-9
Cc1ccc(C(=O)C(NC(=O)c2ccco2)N2CCOCC2)cc1 (centres undefined),6,-4,4
COc1ccc(CCNC(=O)CSc2nncn2N)cc1OC,4,4,-2
Cc1nc2ncnn2c(C)c1CCC(=O)N1CCc2ccccc2C1,-2,6,-6
CCc1[nH]c(C)c(C(C)=O)c1C,7,-12,-5
CC(C)C(O)P(=O)(OCc1ccccc1)c1ccc(N(C)C)cc1 (centres undefined),-1,-7,2
CCOC(=O)CSc1nnc(NC(=O)c2cccc(S(=O)(=O)N3CCCCCC3)c2)s1,-8,4,-10
Cc1onc(-c2ccccc2)c1C(=O)Nc1ccc(N2CCOCC2)cc1,12,-7,-11
CC(NC(=O)C(C)(C)C)c1nc2ccccc2n1C (centres undefined),0,-2,-10
CC1CCCC(C)N1C(=O)CSc1nnnn1Cc1ccccc1 (centres undefined),-6,0,-3
CN(C)S(=O)(=O)Nc1ccc(C(=O)O)cc1,2,0,3
CN1CCN(CCCNC(=O)CCCOc2cc(=O)n(C)c3ccccc23)CC1,-2,13,-2
CCCCCCCN1N=C(C)C(C(=O)c2ccccc2)C1=O (centres undefined),11,-2,-3
O=C(NCCCn1ccnc1)c1ccc(Br)c(S(=O)(=O)N2CCOCC2)c1,-5,-3,-6
CN(Cc1c(O)ccc2c1oc(=O)c1ccccc12)C1CCCCC1,-1,41,-1
COc1ccc(C(=O)Nc2ccc(C)cn2)c(OC)c1,-2,-4,-78
CCc1ccc(C(C)NC(=O)/C=C/c2ccc(Br)cc2)cc1 (centres undefined),9,-1,4
O=C(C/C=N/OCc1c(Cl)cccc1Cl)c1ccc(Cl)cc1,2,2,0
COCCNC(=O)c1cnn2c1NC(c1ccco1)CC2C(F)(F)F (centres undefined),-4,-1,-10
COc1ccc(C(=O)NCc2nnc(SCC(=O)NCc3ccc(F)cc3)o2)cc1,-7,3,0
CC(C)OC(=O)CSc1nnnn1-c1ccc2c(c1)OCCO2,7,0,69*
CC(C(=O)N1c2ccc(F)cc2CCC1C)N1C(=O)c2ccccc2C1=O (centres undefined),-19,1,1
# (further entries)
SMILES,FN deposition inh,RAD54 inh,esBAF inh
COc1ccc(N2CCN(C(=O)CN=C3NS(=O)(=O)C(c4ccc(C)cc4)=C3C)CC2)cc1,9,4,-5
CC(=O)Nc1ccccc1C(=O)N1CC2(C)CC1CC(C)(C)C2 (centres undefined),-28,-25,-1
O=c1[nH]c(=O)n(Cc2ccco2)c2c1C(C(F)(F)F)(C(F)(F)F)N=C(CCC1CCCCC1)N2,-15,3,-1
CCc1c(C)sc(NC(=O)OC)c1C(N)=O,11,-2,-12
COc1ccc(-n2nc(C(=O)NCC(=O)Nc3ccccn3)c3ccccc3c2=O)cc1Cl,3,12,-4
CCOC(=O)Cc1cc(=O)[nH]c(/N=C(/NC(=O)c2ccccc2)Nc2ccccc2C(F)(F)F)n1,-16,0,2
NC(=O)c1cc2cc(Cl)ccc2oc1=O,-1,5,-2
CCc1ccc(CN2CCN(S(=O)(=O)Cc3ccccc3)CC2)cc1,-2,-2,-4
O=C(c1cc(-c2ccco2)on1)N1CCc2ccccc2C1,2,-1,12
N#Cc1cc(Oc2ccc3ccccc3c2)c(-n2nnc3ccccc32)cc1C#N,-3,3,-3
O=C(O)c1cc(S(=O)(=O)N2CCCCC2)ccc1F,9,0,-2
C=CCn1c(SCCOc2ccc(OC)cc2)nnc1C(C)NC(=O)c1ccc(OC)cc1 (centres undefined),-9,0,6
OCCNCc1ccc(OC2CCCC2)cc1,-7,2,-4
CC(=O)c1cccc(NC(=O)NCc2cccs2)c1,-8,-12,9
COc1ccccc1N1C(=O)c2cccc3c(C(=O)O)ccc(c23)C1=O,-34,-20,1
Cn1c(SCC(=O)NC2CCCC2)nnc1-c1ccc(S(=O)(=O)N2CCOCC2)cc1,-8,-5,3
CCOC(=O)c1c(C)n(CC(COC(C)=O)OC(C)=O)c2ccc(OC(C)=O)cc12 (centres undefined),0,-1,2
CCOC(=O)C1CCN(Cc2ccc(Cl)c(Cl)c2)CC1,5,-2,-1
CCOc1ccc(/C(O)=C2/C(=O)C(=O)N(CCOCCO)C2c2ccccn2)cc1 (centres undefined),4,3,8
COc1ccc(C2=NOC(C(=O)NCCCN3CCOCC3)C2)cc1 (centres undefined),-2,-14,-4
O=c1[nH]c(SCC2CCCCO2)nc2ccccc12 (centres undefined),1,-3,34
Cc1ccc(N=C2N=C(N)c3ccccc32)cc1C,12,-4,55*
CCn1c(=O)n(CC)c2cc(S(=O)(=O)Nc3cc(C)cc(C)c3C#N)ccc21,10,-5,-4
Cc1ccc(-c2nc3s/c(=C\c4ccco4)c(=O)n3n2)cc1,-4,-7,-1
COc1cccc(=O)c2c(C)n(-c3cc(C)cc(C)c3)c(C)c12,1,0,-16
# Following part:
SMILES,FN deposition inh,RAD54 inh,esBAF inh
CCCn1c(N2CCN(CC(=O)NCc3cccs3)CC2)nc2ccccc21,-7,-23,-1
CCc1ccccc1NC(=O)c1cc2ncc(Br)cn2n1,4,0,21
O=C(C1CCCCC1)N(Cc1ccccc1)c1ccccn1,-11,-9,3
O=C(CSc1nc(-c2ccccc2)nn1C(=O)c1ccccc1)Nc1cccc([N+](=O)[O-])c1,7,0,13
CCOc1ccc(Nc2nc3c(c(=O)[nH]2)CCCC3)cc1,7,1,14
COCC(=O)Nc1ccccc1C(=O)Nc1ccc(OC)cc1,9,10,26
Cc1cc(=O)oc(C)c1C(=O)O,1,-6,-4
CC(C)c1ccc(CN(C(=O)c2cc3ccccc3oc2=O)C2CCS(=O)(=O)C2)cc1 (centres undefined),-8,6,25
CCOc1ccc(N2C(=O)C3CC(C)=C(C)CC3C2=O)c([N+](=O)[O-])c1 (centres undefined),-4,10,-15
CCCCCC(=O)Nc1ccc(N2CCN(S(C)(=O)=O)CC2)cc1,1,-6,4
Cc1ccc(C(=O)O/N=C2\CCSc3ccc(C)cc32)cc1,-3,-2,5
Cc1ccc(CNS(=O)(=O)c2ccc3oc(C(=O)O)c(C)c3c2)cc1,5,-6,-10
O=C1CN(C(=O)c2ccco2)c2ccccc2N1,1,-4,-5
CNc1nc2ccccc2n1/N=C/c1cccc(OC)c1OC,3,17,3
CC(=O)c1c(C)[nH]c(C)c1C(C)=O,26,-11,-5
C=CCSc1nnc(NC(=O)c2cccc(S(=O)(=O)N3CCOCC3)c2)s1,-13,-3,-6
O=C(O)Cn1c(SCc2cccc3ccccc23)nc2ccccc21,-12,-10,1
O=S(=O)(Cc1ccccc1)N1CCN(C/C=C/c2ccccc2)CC1,5,5,-1

# High-throughput results from PubChem.
